Rad51 HR inh: Rad51 (human) homologous recombination inhibition; Q06609; hRad51 DNA strand exchange, fluorescence dequenching; inhibition, % at 10 µM; 200,000 tested, 0.085% active;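 active = inhibition above 40% at the single screening dose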;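 also: 0% = DMSO control wells and 100% = blanks with heterologous ssDNA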
Target sequence (Q06609 whole entry, looked up): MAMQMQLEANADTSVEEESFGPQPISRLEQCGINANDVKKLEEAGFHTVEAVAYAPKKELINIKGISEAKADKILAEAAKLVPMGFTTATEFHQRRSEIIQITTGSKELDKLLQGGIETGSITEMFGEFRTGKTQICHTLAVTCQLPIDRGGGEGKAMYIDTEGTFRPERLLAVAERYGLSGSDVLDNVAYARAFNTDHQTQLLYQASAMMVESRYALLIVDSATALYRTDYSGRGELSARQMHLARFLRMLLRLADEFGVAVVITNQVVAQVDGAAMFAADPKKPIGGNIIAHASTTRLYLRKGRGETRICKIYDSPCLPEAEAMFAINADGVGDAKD
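System: human Rad51 nucleoprotein filaments preassembled on unlabelled ssDNA. Reagent: labelled 47-mer dsDNA for strand exchange. Schedule: 30-min compound preincubation and 15-min exchange, both room temperature. Measured by: FRET fluorescence dequenching, excitation 485 nm, emission 520 nm. Read-out: Fluorescence-based percent inhibition, control- and blank-normalised. Benchmarks: plate controls and plate blanks.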
EP2 modulator: EP2 receptor (human) modulation | induction, % at 25 µM | P43116 | AID 940 | 260,000 tested, 0.83% active | EP2-expressing cells, cAMP HTRF FRET, PGE2 co-stimulation;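 active = compounds whose cAMP rise, as percent of the full-agonist control response, exceeds 60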;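 also: rat C6 glioma line stably carrying human EP2 under a CMV promoter; the protocol text gives 20 µM as final concentration; 100% = response of wells given 1 µM PGE2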
Target sequence (P43116 whole entry, looked up): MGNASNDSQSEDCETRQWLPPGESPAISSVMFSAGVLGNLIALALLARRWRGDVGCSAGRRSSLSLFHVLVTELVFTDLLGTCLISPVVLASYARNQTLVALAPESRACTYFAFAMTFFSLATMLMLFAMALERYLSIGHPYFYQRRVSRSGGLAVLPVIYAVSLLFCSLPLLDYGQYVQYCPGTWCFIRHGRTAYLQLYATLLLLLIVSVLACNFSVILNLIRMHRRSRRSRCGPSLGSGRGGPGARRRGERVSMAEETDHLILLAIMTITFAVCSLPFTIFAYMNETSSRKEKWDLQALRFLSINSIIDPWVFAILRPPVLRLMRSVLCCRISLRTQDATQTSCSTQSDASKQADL
L929 necroptosis: L929 zVAD cell death inhibition. AID 1377. 220,000 tested, 0.38% active. L929 zVAD necroptosis rescue, ATP luminescence, 24 h; with zVAD 60 µM. viability rescue, % at 10 µM;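 active = activation, scaled between plate controls, above about 75%, limit read from the data; inactive = activation under that limit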;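 also: 0% = zVAD with DMSO and 100% = DMSO alone without zVAD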
14-3-3 Bad PPI: disrupts binding of bovine 14-3-3 zeta to phospho-Bad peptide | TR-FRET 14-3-3zeta/Dy647-pBad peptide displacement, 1 h | inhibition, % at 21.7 µM | 220,000 tested, 0.71% active | P63103;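 active = inhibition above about 70%, limit read from the data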;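 also: 0% = full 14-3-3 plus peptide FRET controls and 100% = background without 14-3-3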
Target sequence (P63103 whole entry, looked up): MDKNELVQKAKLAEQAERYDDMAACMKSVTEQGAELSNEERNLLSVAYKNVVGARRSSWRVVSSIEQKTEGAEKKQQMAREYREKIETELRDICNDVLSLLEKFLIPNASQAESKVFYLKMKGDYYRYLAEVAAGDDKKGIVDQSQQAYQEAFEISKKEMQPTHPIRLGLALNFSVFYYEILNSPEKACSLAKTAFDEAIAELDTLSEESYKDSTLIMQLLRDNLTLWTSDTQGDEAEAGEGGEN
Calpain2 inh: inhibitors of pig calpain II | inhibition, % at 16 µM | 220,000 tested, 0.37% active | purified calpain II, fluorogenic peptide substrate, 30 min;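 active = inhibition above about 50%, limit read from the data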
Hck Nef HTS: blocks Nef-activated human Hck kinase | P08631 | Recombinant Hck-YEEI plus Nef, Z-Lyte FRET kinase assay | inhibition, % at 20 µM | 220,000 tested, 0.68% active | AID 463187;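 active = Hck-Nef kinase inhibition above about 50%, limit read from the data; inactive = inhibition below that limit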;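 also: 0% = DMSO with Hck plus Nef and 100% = Hck alone without Nef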
EP2 antag: EP2 receptor (human) inhibition. C6 glioma cells expressing human EP2, cAMP TR-FRET; cells stimulated with saturating PGE2. inhibition, % at 25 µM. 260,000 tested, 0.52% active. AID 1422;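 active = percent inhibition above 40 after rounding to a whole number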;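 also: rat C6 glioma host cells with rolipram phosphodiesterase inhibitor present; the protocol text gives 20 µM as final concentration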
Tb hexokinase: blocks Trypanosoma brucei hexokinase 1 activity. recombinant TbHK1, G6PDH-coupled NADH A340. inhibition, % at 10 µM. 220,000 tested, 0.11% active;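 active = inhibition of 50% or more in the single-dose primary screen; inactive = inhibition below 50%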
eIF4E-4G inh: eIF4E/eIF4G interaction inhibition in translation initiation | P63073+Q04637 | TR-FRET eIF4E-eIF4GI(517-606) binding, 2 h | inhibition, % at 21.7 µM | 220,000 tested, 0.37% active;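 active = inhibition above about 30%, limit read from the data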;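 also: 0% = full FRET control wells and 100% = background wells lacking eIF4GI fragment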
The depositor's hits bear a star; i = inactive; . = not tested or not shown; & = joins results of further samples; [ ] = remark or other dose. A portion of the library; rates above refer to the full screens.

SMILES	Rad51 HR inh	EP2 modulator	L929 necroptosis	14-3-3 Bad PPI	Calpain2 inh	Hck Nef HTS	EP2 antag	Tb hexokinase	eIF4E-4G inh
Cn1c(CN2CCOCC2)nnc1SCC(=O)NC1CCCCC1	-5.9	27.4&14.8	-0.4	10.3[fluorescence artefact?]	4.8	5.7	1.4&9.0	3.4	4.3
CC(NC(=O)c1cccs1)c1nnc(SCc2ccc(Cl)cc2Cl)n1C (stereo not given)	-2.5	-12.6	0.6	12.1[fluorescence artefact?]	0.8	3.0	9.7	-3.8	-7.7[fluorescence artefact?]
O=c1c2nnn(Cc3ccccc3)c2ncn1C/C=C/c1ccccc1	8.9	6.2	0.6	2.3	21.1	-1.0	9.2	-1.8	-6.5
COc1ccc(C2c3c(-c4ccccc4O)n[nH]c3C(=O)N2Cc2ccco2)cc1 (stereo not given)	-0.8	35.0	-0.5	-1.5	-24.7	16.2	6.7	0.6	-0.6
CC(C)(C)c1ccc(OCCNC(=O)c2ncn[nH]2)cc1	-12.6	-15.3	0.0	2.4	25.5	2.6	9.5	-0.3	4.3
CC(C)Sc1ccc([N+](=O)[O-])cc1C(=O)Nc1ccncc1	3.0	3.1	-0.2	-9.6	0.7	1.4	11.8	-28.7	8.7
COc1ccc(S(=O)(=O)N2CCN(C(=O)c3cccs3)CC2)cc1OC	11.4	-36.6	.	-3.1	28.0	.	6.9	.	-0.3
O=C(NCc1ccccn1)c1ccc2c(c1)N(Cc1ccccc1)CCS2	.	17.9	0.6	-12.1	-4.6	7.3	8.0	-10.6	6.7
Cn1c(=O)[nH]c(=O)c2c1nc(N1CCOCC1)n2CC(O)COc1ccc2ccccc2c1 (stereo not given)	-6.9	3.0	0.2	11.2	-5.2	-0.7	14.2	-0.1	4.4
c1nnnn1C12CC3CC(CC(C3)C1)C2	5.8	18.9	0.1	-5.2	-22.8	-18.9	11.5	34.9	-0.6
COCCNC(=S)N/N=C(\C)c1ccccc1OC	.	18.0	-0.8	-1.0	22.3	-0.3	6.3	1.2	-1.8
CCCCn1c(=O)[nH]c(=O)c2c1nc(-c1ccc(CC)c([N+](=O)[O-])c1)n2C	-8.7	-16.9	1.9	-4.7	-20.5	18.3	9.1	0.6	-1.4
CCOc1ccccc1NC(=O)Nc1cccc(C(C)=O)c1	-3.6	-2.8	1.0	-9.6	i	-11.9	5.0	11.3	-7.2
COCCOC(=O)c1c(N)n(CCCN2CCOCC2)c2nc3ccccc3nc12	.	-10.2	0.0	-10.0	-18.0	30.5	6.9	-32.4	92.5*
Cc1ccc(S(=O)(=O)c2nc(C)c3c(n2)CCC3)cc1	-7.2	4.7	0.3	0.8	42.4	1.1	14.6	-2.5	-2.0
CSc1c(-c2ccccc2)nc2ccc(Cl)cc2c1C(=O)O	-10.7	4.6	0.7	14.6	-22.9	-2.2	7.9	-5.9	0.0
Cc1cc(C)cc(NS(=O)(=O)c2ccc(NC(=O)C3CCCCC3C(=O)O)cc2)c1 (stereo not given)	6.2	10.7	0.4	-17.9	-10.6	1.9	1.2	38.0	11.3[fluorescence artefact?]
CN(C)c1ccc(C(=S)N2CCOCC2)cc1Br	4.1	-0.6	-0.5	-5.1	2.2	2.8	10.3	3.0	1.3[fluorescence artefact?]
Cc1ccnc2nc(C(=O)N3CCN(c4ccc(F)cc4)CC3)nn12	-12.0	-5.0	-0.7	14.6	0.7	5.4	8.5	-0.8	-0.2
CCN1/C(=C2/OC(=S)N(C)C2=O)Sc2ccccc21	-8.6	-1.6	15.9	-8.1	-23.3	-0.1	10.5	-0.4	-1.4
O=C(Nc1nc2ccccc2[nH]1)C1CC(=O)N(c2ccc3c(c2)OCCO3)C1 (stereo not given)	-3.2	-20.0	0.0	68.7[fluorescence artefact?]	-177.0	3.8	17.3	0.3	3.8[fluorescence artefact?]
O=C(NCc1ccc(-c2nc3ccccc3s2)cc1)c1ccc(Br)o1	-7.9	-13.6	0.8	3.0	-23.8	-0.2	3.1	-10.4	6.4
O=C(/C=C/c1cccc([N+](=O)[O-])c1)OCC(=O)c1ccccc1	-1.6	5.2	0.8	-1.8	-1.3	20.9	2.7	-4.3	-2.6
COc1ccc(NC(=O)CN2CCN(CC(=O)Nc3ccccc3F)CC2)cc1OC	10.5	11.2	1.0	4.0	-3.3	-0.7	14.4	-2.0	-2.8
Cc1snc2sc(C(=O)c3ccc(Br)cc3)c(N)c12	-5.1	2.0	0.0	37.0	-37.7	-2.4	7.3	1.0	-1.5[fluorescence artefact?]
COC(=O)c1c[nH]c(=O)c2ccccc12	7.9	-9.9	6.6	5.5	-112.2	28.4	3.2	-1.1	1.4
Cn1cnc(S(=O)(=O)N2CCN(c3ccc(F)cc3)CC2)c1	0.4	-2.0	0.2	-6.8	-15.0	-2.3	18.7	-6.1	0.6
COc1ccc2c(-c3ccccc3)cc(N3CCOCC3)nc2c1	8.6	77.3*	0.4	85.7*[fluorescence artefact?]	-150.1	0.4	12.3	-13.1	18.0
COc1ccc(CCN(Cc2cccs2)S(=O)(=O)c2ccc(-n3cnnn3)c(OC)c2)cc1OC	2.1	8.5	-0.7	5.2	-117.1	6.4	10.8	-9.0	-21.7[fluorescence artefact?]
C/C(=N\NC(=O)C1CC1)c1cccs1	.	-3.8	0.1	-12.4	35.2	-0.7	2.9	-7.2	-7.7
CCOC(=O)N1CCN(S(=O)(=O)c2ccc(OC)c(OC)c2)CC1	1.8	20.8	-0.8	-2.9[fluorescence artefact?]	6.2	4.5	5.6	-5.2	0.2
Cc1cc(C(=O)O)sc1C	3.3	19.9	0.9	18.0	7.1	3.4	0.0	-1.8	-2.4
O=C(N/N=C/c1cc2ccccc2nc1Cl)[C@H]1C[C@@H]1c1ccccc1	4.9	4.3	1.6	-9.4[fluorescence artefact?]	-239.7	2.2	6.9	-12.1	4.8
CCOc1c2ccc(C(=O)NCc3cc(C(F)(F)F)cc(C(F)(F)F)c3)cc2nn1C	4.0	27.3	-0.2	-5.7	-286.5	1.6	10.1	-1.3	8.8
Nc1nc(-c2ccc(Br)s2)c(Br)s1	-0.5	3.9	0.8	-8.8	-3.4	-1.3	16.6	-5.6	8.2
Cc1ccc(C(=O)Oc2ccc3c(c2)ncn3C)cc1	-5.3	9.8	-0.6	-1.1	28.2	-0.8	7.4	-5.7	-1.8
Cc1csc(C2=C(O)CN(CCc3ccccc3)C2=N)n1	3.4	-44.2	2.3	-10.3	-13.1	0.3	5.6	3.3	-5.5
ClC1(Cl)CC1CSc1nc2ccccc2[nH]1 (stereo not given)	2.4	21.3	1.1	-12.3	0.4	22.6	1.4	0.0	-0.4
CCc1c(O)nc(SCC(=O)NC(C)(C)C)n(-c2ccccc2)c1=O	10.8	6.8	0.0	-4.6	32.3	-1.4	2.9	4.4	-0.6
O=C(NN1C(=O)C2C3C=CC(C3)[C@H]2C1=O)c1cccnc1 (stereo not given in full)	5.5	16.9	0.0	-0.8	-3.6	3.4	8.0	-0.8	-2.3[fluorescence artefact?]

Complete entries, looked up by structure:
Entry for `Nc1nc(-c2ccc(Br)s2)c(Br)s1` → Rad51 HR inh: -0.5; EP2 modulator: 3.9; L929 necroptosis: 0.8; 14-3-3 Bad PPI: -8.8; Calpain2 inh: -3.4; Hck Nef HTS: -1.3; EP2 antag: 16.6; Tb hexokinase: -5.6; eIF4E-4G inh: 8.2
Entry for `Cc1cc(C(=O)O)sc1C` → Rad51 HR inh: 3.3; EP2 modulator: 19.9; L929 necroptosis: 0.9; 14-3-3 Bad PPI: 18.0; Calpain2 inh: 7.1; Hck Nef HTS: 3.4; EP2 antag: 0.0; Tb hexokinase: -1.8; eIF4E-4G inh: -2.4

Next section:
SMILES	Rad51 HR inh	EP2 modulator	L929 necroptosis	14-3-3 Bad PPI	Calpain2 inh	Hck Nef HTS	EP2 antag	Tb hexokinase	eIF4E-4G inh
C=C(C)C(=O)Nc1cccc(C2=NOC3(C2)C[C@H](C(N)=O)N(C(=O)C(c2ccccc2)c2ccccc2)C3)c1 (stereo not given in full)	-4.2	9.2	0.3	29.7	-47.8	21.1	9.5	7.7	6.9
Cc1nnc(SCc2nnc(-c3ccccc3Br)o2)s1	0.5	-6.9	0.5	-19.3	-44.2	7.4	1.4	3.2	1.8
CC(C)N(C(=O)CSc1nn2c(=O)c(C(C)(C)C)nnc2s1)c1ccccc1	-4.0	31.8	-0.3	2.2[fluorescence artefact?]	22.2	2.0	18.1	-7.3	-0.9
CCNC(=O)COc1cc(C)c(Br)c(C)c1	-0.8	-50.5	1.5	-3.8	9.9	5.7	5.6	-0.4	-1.7
COc1ccc(NC(=S)N2CCN(C(c3ccccc3)c3ccccc3)CC2)c(OC)c1	-11.8	38.4	3.4	-8.9	-6.7	8.1	6.4	-4.5	0.1
Cc1nn(C)c(Oc2ccc(Cl)cc2)c1C=O	1.4	-8.5	-0.1	-1.4	-16.0	1.1	1.5	-2.4	12.9
Cn1c(C(=O)N2CCN(Cc3ccccc3)CC2)cc2c(=O)n(C)c3ccccc3c21	-5.5	8.5	1.0	6.2	-2.1	-0.1	6.6	-5.6	4.0
CCOc1ccc(N2CC(C(=O)Nc3cccc(S(=O)(=O)N4CCCCC4)c3)CC2=O)cc1 (stereo not given)	7.5	-7.3	-1.8	-10.6	-58.5	26.6	6.8	0.3	2.2
Cc1cc(NCc2ccccc2Cl)n2nnnc2n1	11.8	17.5	-0.1	-12.2	3.8	-2.5	5.5	0.0	-18.6
COc1ccc(-n2c(C(C)(C)C)csc2=Nc2c(C)n(C)n(-c3ccccc3)c2=O)cc1	.	25.8	0.6	6.5	-6.7	2.5	18.2	-0.6	-2.7
CN1C(=O)/C(=C/C=C2\SCCN2C)N(C)C1=S	-94.6	-9.4	1.4	-30.2	26.0	19.2	5.0	-2.0	-3.3
Cc1ccc2c(c1)c1nnc(SCC(=O)Nc3cccc(Cl)c3C)nc1n2CC(=O)O	-1.9	-23.8&-49.5	4.1	0.9	4.5	12.9	6.1&4.3	-15.0	-3.0
CCC(=O)N(Cc1cc2c(C)cc(C)cc2[nH]c1=O)C1CCCCC1	-3.2	6.9	0.1	13.9	17.5	2.3	0.5	-8.8	8.2
COc1ccc2cc[nH]c2c1	32.5	-3.6	6.1	-1.5	0.5	-9.9	5.7	-1.3	-1.0
CCOc1cc(N2CCOCC2)c(OCC)cc1NC(=O)CN1CCN(Cc2ccc3c(c2)OCO3)CC1	-2.0	-20.9	-0.3	-9.6	-29.6	10.6	11.3	-9.7	1.3
Clc1ccc(Nc2nc(NCCN3CCOCC3)nc(N3CCOCC3)n2)cc1	1.3	-3.9	-3.9	-5.7	3.4	-0.5	7.8	0.8	-0.3
NC(=O)C1CCN(CC(=O)Nc2cc(Cl)ccc2Oc2ccccc2)CC1	-8.9	5.8	-0.9	5.0	35.2	20.9	6.1	2.4	0.2
Cc1cc(=O)[nH]c(=S)[nH]1	-11.1	16.8&-0.4	0.4	0.3	9.4	1.3	17.1&13.3	0.7	-3.2
Cc1cc(C)nc(-n2ncc3c2CC(C)CC3=O)n1 (stereo not given)	0.7	-14.5	0.7	-1.6	-4.8	17.0	3.5	-9.5	-6.4
Cc1ccc(S(=O)(=O)NCC(=O)OCc2csc(-c3ccccc3)n2)cc1	1.5	-43.4	0.8	-23.3	22.3	3.3	7.3	13.3	7.6[fluorescence artefact?]

Quoted from the listing.
EP2 antag result of Cn1c(C(=O)N2CCN(Cc3ccccc3)CC2)cc2c(=O)n(C)c3ccccc3c21 reads 6.6
14-3-3 Bad PPI result of O=C(Nc1nc2ccccc2[nH]1)C1CC(=O)N(c2ccc3c(c2)OCCO3)C1 (stereo not given) reads 68.7[fluorescence artefact?]
Hck Nef HTS result of Cc1ccc(S(=O)(=O)NCC(=O)OCc2csc(-c3ccccc3)n2)cc1 reads 3.3
EP2 modulator result of Cc1cc(NCc2ccccc2Cl)n2nnnc2n1 reads 17.5

Screens (PubChem BioAssay)
